PKM2 act – qHTS Assay for Activators of Human Muscle isoform 2 Pyruvate Kinase | Pyruvate kinase PKM (Homo sapiens), P14618 | purified PKM2, Kinase-Glo ATP luminescence, activation; response scale: 0% is enzyme alone, no compound | Potency, µM (highest dose often 57.5 µM), for the others: at the highest dose activation, hits mostly activators | 260,000 tested, 0.34% active; also: potency is read from the fitted curve at half-maximal effect; % is scaled to controls: 0 for no effect and ±100 for the full control effect; nearly all actives have a fitted effect of over 55% in size
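ATP formation by purified human PK-M2, quantified via coupled luciferase luminescence after 1 h at room temperature with 0.1 mM ADP and 0.5 mM PEP final.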
Giardia kill – Small Molecules that selectively kill Giardia lamblia: qHTS. Giardia lamblia trophozoite viability. activity change, % at 7.66 µM, hits read low. 340,000 tested, 0.15% active. AID 540267, 2011; in the data active = activity change below about -80%; inconclusive = between about -30% and that limit;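 also: parasites exposed to compound for two days anaerobically before the ATP read; % is scaled to controls: 0 for no effect and ±100 for the full control effect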
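Luminescence from cellular ATP indicates surviving trophozoites (100 cells/well) following 48 hrs anaerobic compound treatment at 37 deg C; signal develops 15-30 min at room temperature.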
PTAP TSG101 blk – qHTS Assay for Iinhibitors of HIV-1 Budding by Blocking the Interaction of PTAP/TSG101. Fluorescence polarization, FITC-PTAP peptide / Tsg101 binding. 340,000 tested, under 10 active. Potency, µM (series often up to 115 µM), without a hit: at the top dose activity change, negative = inhibition, actives largely listed as inhibitors; active = well fitted inhibition curve with a large enough effect in the main read-out, with a control signal flat, not every such curve was filed as active; inconclusive = small, poorly fitted or top-dose-only effect, or effect the other way, or a change in a side signal; inactive = no such curve, though single readings can be large or run the other way; also: potency is read from the fitted curve at half-maximal effect; % of control where 0% means no effect
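FP read-out: FITC-PTAP peptide, 50 nM final, binding Tsg101 binding domain, 10 uM final; 20 min, r.t.; 10 mM HEPES pH 7.5, 0.15 M NaCl, 0.01% Tween 20, 3 mM EDTA, 0.1 mM TCEP.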
B2AR arrestin – qHTS assay of beta-arrestin-biased ligands of beta2-adrenergic receptor; Beta-2 adrenergic receptor (Homo sapiens), P07550; beta-arrestin recruitment to beta2AR, cell-based reporter; Potency, µM (top dose mostly 46.1 µM), for the others: top-dose activation, most hits filed as activators; 330,000 tested, 0.02% active; AID 492947, 2010;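 also: potency is read from the fitted curve at half-maximal effect; 0% = DMSO controls and full agonism = EC100 isoproterenol or metaproterenol; nearly all actives have a fitted effect of over 65% in size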
a7 integrin act – qHTS for Activators of Integrin-Mediated Alleviation for Muscular Dystrophy; alpha7betagal myoblasts, beta-gal FDG fluorescence, 48 h; Potency, µM (doses to about 38.3 µM), for the others: at the top dose activation, most hits filed as activators; 350,000 tested, 0.064% active;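 also: potency is read from the fitted curve at half-maximal effect; 100% = response of the positive control SU9516; nearly all actives have a fitted effect of over 60% in size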
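Alpha7betagal+/- myoblasts (passage 13) were plated 16-24 hr, then exposed to compounds (1:260 dilution of DMSO stock) for 48 hours at 37C. After MPER lysis, β-galactosidase reporter activity was read as FDG fluorescence (ex 480/em 540) after 30 minutes.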
Chronic BCR inh – qHTS Assay to Find Inhibitors of Chronic Active B-Cell Receptor Signaling | 340,000 tested, 0.05% active | AID 493014, 2011 | ABC-DLBCL IkBa-CBG/CBR reporter, luminescence ratio, 4 h | Potency, µM (highest dose often 46.1 µM), without a hit: top-dose ratio change, negative = lower green/red ratio, usual class: inhibitors; active = well fitted inhibition curve with a large enough effect in the signal ratio, with a control signal flat, not every such curve was filed as active; inconclusive = small, poorly fitted or top-dose-only effect, or effect the other way, or a change in a side signal; the % refers to the signal ratio;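 also: potency is read from the fitted curve at half-maximal effect; plate controls were basal doxycycline-induced cells for no effect and cells given 10 µM MG132 for full effect; MG132 reads +100%, hits lower the ratio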
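Doxycycline induced both beetle luciferases in TMD8 lymphoma cells; IKK-driven degradation limits the IkappaBalpha-fused green signal, while red luminescence normalises for cell number and nonspecific effects. Compounds tested up to 46 uM, 4 hrs.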
Menin-MLL TR inh – qHTS Assay for Inhibitors Targeting the Menin-MLL Interaction in MLL Related Leukemias: Competition With Texas Red Labeled MLL-derived Mutant Peptide | O00255 | Menin + Texas Red MLL mutant peptide, fluorescence polarization | Potency, µM (top dose mostly 61.6 µM), for the others: at the highest dose FP activity change, negative = inhibition, usual class: inhibitors | 270,000 tested, 0.23% active; active = well fitted inhibition curve with a large enough effect in the polarisation, with a control signal flat, not every such curve was filed as active; inconclusive = small, poorly fitted or top-dose-only effect, or effect the other way, or a change in a side signal; inactive = no such curve, though single readings can be large or run the other way; the % refers to the polarisation; also: potency is read from the fitted curve at half-maximal effect; % of control where 0% means no effect; many of its hits are not listed in these tables
Target sequence (O00255 whole entry, looked up): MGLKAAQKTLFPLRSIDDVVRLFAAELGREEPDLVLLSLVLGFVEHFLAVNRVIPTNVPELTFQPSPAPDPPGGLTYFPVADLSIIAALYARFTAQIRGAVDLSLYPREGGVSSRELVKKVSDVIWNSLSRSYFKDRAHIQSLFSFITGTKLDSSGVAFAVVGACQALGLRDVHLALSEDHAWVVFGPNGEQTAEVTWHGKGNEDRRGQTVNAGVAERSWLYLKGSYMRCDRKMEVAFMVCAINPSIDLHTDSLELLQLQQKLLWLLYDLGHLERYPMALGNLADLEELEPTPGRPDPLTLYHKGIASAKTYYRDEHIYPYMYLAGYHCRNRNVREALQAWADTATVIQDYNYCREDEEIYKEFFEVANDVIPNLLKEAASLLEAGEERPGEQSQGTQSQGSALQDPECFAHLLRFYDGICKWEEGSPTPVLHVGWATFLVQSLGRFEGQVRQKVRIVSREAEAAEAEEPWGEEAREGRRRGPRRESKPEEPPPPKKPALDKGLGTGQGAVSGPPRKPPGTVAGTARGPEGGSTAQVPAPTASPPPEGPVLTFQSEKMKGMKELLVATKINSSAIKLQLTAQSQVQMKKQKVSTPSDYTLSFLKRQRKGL
ASM inhibitor – Inhibitors of Secretory Acid Sphingomyelinase (S-ASM): qHTS; placental ASM, HMU-PC fluorogenic substrate, 60 min; AID 504937, 2011; Potency, µM (highest dose often 57.5 µM), for inactives: at the top dose activity change, negative = inhibition, usual class: inhibitors; 340,000 tested, 0.006% active; also: potency is read from the fitted curve at half-maximal effect
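Steps: dispense placental human ASM, pin compound, wait 10 min at room temperature, add HMU-PC0 substrate at 9 uM final, incubate 60 min at 37 °C, add stop solution raising pH to 10, read fluorescence.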
GALK inhibitor – qHTS Assay for Inhibitors of Human Galactokinase (GALK); 270,000 tested, 0.007% active; Potency, µM (titrated, usually from 57.5 µM), for inactives: at the top dose activity change, negative = inhibition, most hits filed as inhibitors; Purified GALK, Kinase-Glo residual ATP luminescence; P51570; also: potency is read from the fitted curve at half-maximal effect; % is scaled to controls: 0 for no effect and ±100 for the full control effect
Target sequence (P51570 whole entry, looked up): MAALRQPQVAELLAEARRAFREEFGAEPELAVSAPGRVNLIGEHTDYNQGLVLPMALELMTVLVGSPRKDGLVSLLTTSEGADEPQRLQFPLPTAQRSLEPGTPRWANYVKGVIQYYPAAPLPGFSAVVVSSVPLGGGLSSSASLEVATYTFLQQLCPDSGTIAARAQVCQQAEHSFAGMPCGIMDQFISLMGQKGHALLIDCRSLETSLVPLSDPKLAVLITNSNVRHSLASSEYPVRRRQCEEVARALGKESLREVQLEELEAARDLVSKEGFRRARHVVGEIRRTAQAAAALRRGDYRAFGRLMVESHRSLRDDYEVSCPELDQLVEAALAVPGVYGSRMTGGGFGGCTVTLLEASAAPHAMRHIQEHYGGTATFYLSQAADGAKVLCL
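The enzyme phosphorylates galactose (100 uM) using ATP (35 uM); inhibition is detected as higher residual ATP, quantified by bioluminescence after 1 h reaction at room temperature, pH 8.0.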
Tb PFK block – qHTS Assay to Find Inhibitors of T. brucei phosphofructokinase; Potency, µM (titrated, usually from 57.5 µM), without a hit: top-dose activity, negative = inhibition, hits mostly inhibitors; 330,000 tested, 0.17% active; T. brucei PFK, ADP-Glo luminescence;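 also: potency is read from the fitted curve at half-maximal effect; 0% = uninhibited 1x PFK enzyme wells and -100% = no-enzyme wells; nearly all actives have a fitted effect of over 60% in size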
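Compounds were pin-transferred as a titration series up to 57 uM into substrate buffer (0.5 mM F6P, 0.1 mM ATP, pH 8.0), then 1.25 nM PFK was added and reactions ran 45 min before ADP-Glo detection.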
FBPA coupling cs – qHTS Assay for Inhibitors of Fructose-1,6-bisphosphate Aldolase from Giardia Lamblia: Coupling assay counterscreen; coupling enzyme system counterscreen, AmpLite Red fluorescence; activity change, negative = inhibition, % at 58.2 µM, hits read low; 290,000 tested, 0.67% active; in the data active = activity change below about -30%; also: % is scaled to controls: 0 for no effect and ±100 for the full control effect
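Activity here indicates interference with the coupling reaction, not aldolase inhibition. Compounds at 57.5 uM final met coupling enzymes for 10 min at RT; substrate and AmpLite Red detection followed, with a 525/598 nm fluorescence read after 20 min.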
Starred values were filed as active, the others as inactive; ? = inconclusive; nt = no result given; & = joins results of further samples; [ ] = another dose, or the depositor's remark. Unless noted, calls follow the shape of the dose curve; as a rule, active = well fitted curve in the direction sought with a large enough effect; inconclusive = small, poorly fitted or top-dose-only effect, or another doubt; inactive = no such curve, though single readings can be large; an effect the other way counts as inactive or inconclusive. Only part of the results is shown. The share of hits here may be higher or lower than overall.

entry	Structure	Chronic BCR inh	PTAP TSG101 blk	ASM inhibitor	B2AR arrestin	FBPA coupling cs	Menin-MLL TR inh	Giardia kill	PKM2 act	GALK inhibitor	Tb PFK block	a7 integrin act
1	COc1ccccc1-n1c(SCC(=O)N2CCOCC2)nc2cccnc21	-2.7%	-2.1%	1.0%	0.4%	-9.0	-16.4%	7.2	-5.9%	1.3%	-17.2%	?
2	COC(=O)c1ccc(NC(=S)Nc2ccc(O)cc2)cc1	-8.4%	-4.0%	-1.6%	0.1%	3.8	13.6%	2.9	-3.5%	2.7%	2.7%	-13.4%
3	C[C@@H](C(=O)Nc1ccc2ccccc2c1)[C@@H]1C[C@@]1(C)[C@@H](NC(=O)OCc1ccccc1)c1ccccc1	0.2%	0.6%	0.7%	-1.2%	-0.5&3.6	-9.0%&-2.0%	-0.2	-0.2%&-0.4%	nt	0.4%	5.5%
4	S=C1NCCOCCOCCNC(=S)N2CCOCCOCCN1CCOCCOCC2	0.4%	0.6%	8.5%	-0.1%	-1.0	-0.6%	-11.4	-2.6%	-0.7%	-3.7%	-2.9%
5	c1ccc2c(c1)c1cccc3ccc4cccc2c4c31	0.0%	1.1%	49.0%	0.1%	nt	nt	-16.1	nt	nt	-18.4%	nt
6	CC(/C=N/n1cnnc1)=C\c1ccccc1	nt	0.2%	-0.1%	nt	1.2	1.1%	7.0	-6.7%	2.6%	nt	?
7	CCOC(=O)Cc1c(C)nc2c(-c3ccc(Cl)cc3)cnn2c1C	?	-3.0%	1.2%	-0.1%	0.6	?	7.3	-2.1%	6.4%	-0.2%	-2.2%
8	Cc1cnc([N+](=O)[O-])n1CCOC(=O)NC(=O)c1c(F)cccc1F	-1.7%	0.5%	-3.6%	0.1%	-0.3	3.0%	?	nt	5.0%	-3.7%	9.3%
9	O=C(CN1CCSC1=NCc1ccccc1)c1ccccc1	10.0%	0.1%	-2.8%	-0.2%	0.7	-4.5%	18.3	6.9%	0.3%	17.7%	0.0%
10	CCCn1c(C2CCCN2c2nc(-c3cccc(Br)c3)cs2)nc2ccccc21 (stereo not given)	?	-0.3%	-20.5%	-0.1%	-2.5	8.9%	-5.9	-0.1%	nt	4.5%	-26.9%
11	COc1ccccc1NC(=O)CSc1nnc2ccc(-c3ccccn3)nn12	8.4%	0.2%	-3.0%	0.3%	nt	nt	-5.4	nt	nt	-8.9%	-2.2%
12	O=C(NCCN1CCOCC1)c1cc2ccccc2o1	17.0%	-2.3%	-2.1%	0.5%	-0.4	0.2%	5.4	-4.7%	2.6%	-5.9%	-16.0%
13	O=C(N/N=C/c1cccc2nccnc12)c1ccccc1O	?	0.0%	-2.2%	-0.7%	-6.0	nt	39.0[activator]	7.3%	-4.7%	20.9%	-0.3%
14	O=C(NCc1ccccc1)c1cccnc1N1CCOCC1	-1.0%	-4.7%	-0.2%	0.3%	0.7	-0.8%	-2.2	0.2%	-2.8%	-3.7%	-3.1%
15	CCCCN1C(=O)C(NC(=O)CC(C)C)(C(F)(F)F)C2=C1CC(C)(C)CC2=O (stereo not given)	0.1%	-1.3%	-2.3%	-1.0%	-0.7	-4.2%	2.0	1.2%	nt	-4.1%	15.8%

Reprinted at random: two compounds from above, in no set order.
entry	Structure	Chronic BCR inh	PTAP TSG101 blk	ASM inhibitor	B2AR arrestin	FBPA coupling cs	Menin-MLL TR inh	Giardia kill	PKM2 act	GALK inhibitor	Tb PFK block	a7 integrin act
5	c1ccc2c(c1)c1cccc3ccc4cccc2c4c31	0.0%	1.1%	49.0%	0.1%	nt	nt	-16.1	nt	nt	-18.4%	nt
4	S=C1NCCOCCOCCNC(=S)N2CCOCCOCCN1CCOCCOCC2	0.4%	0.6%	8.5%	-0.1%	-1.0	-0.6%	-11.4	-2.6%	-0.7%	-3.7%	-2.9%

Some values from above.
CC(/C=N/n1cnnc1)=C\c1ccccc1 in Giardia kill → 7.0
CCCn1c(C2CCCN2c2nc(-c3cccc(Br)c3)cs2)nc2ccccc21 (stereo not given) in B2AR arrestin → -0.1%

Later entries.
entry	Structure	Chronic BCR inh	PTAP TSG101 blk	ASM inhibitor	B2AR arrestin	FBPA coupling cs	Menin-MLL TR inh	Giardia kill	PKM2 act	GALK inhibitor	Tb PFK block	a7 integrin act
16	Cc1ccc(NC(=O)CNC(=O)Cn2cnc3sc(C)c(C)c3c2=O)cc1F	3.8%	-0.1%	-2.7%	0.3%	nt	nt	-7.6	nt	-6.8%	-1.4%	-19.0%
17	Cc1cccc(Nc2nnc(SCC(=O)NCC3CCCO3)s2)c1C (stereo not given)	-8.2%	-1.8%	-0.9%	0.0%	nt	nt	4.6	nt	nt	-4.7%	18.8%
18	Cc1ccc(NS(=O)(=O)c2ccc(-c3cnc(C4CC4)o3)cc2)c(C)c1	?	0.0%	-28.9%	0.0%	nt	nt	-6.7	nt	-3.1%	-2.4%	-3.1%
19	O=C1C2C3C=CC(C4CC34)C2C(=O)N1/N=C/c1ccc(-c2ccc(F)cc2[N+](=O)[O-])o1 (stereo not given)	?	-4.0%	-11.5%	0.2%	-9.3	0.8%	-3.9	-0.8%	-2.3%	1.4%	-32.3%
20	Cc1ccc2nc(-c3ccncc3)cc(C(=O)Nc3ccc(OC(F)F)cc3)c2c1	-0.5%	-10.2%	-3.4%	0.7%	-0.8	?	25.5	-1.2%	1.0%	2.4%	-8.6%
21	O=[N+]([O-])c1cc(/C=N\Nc2ccccn2)ccc1Cl	5.9%	0.6%	-6.9%	-0.1%	1.7	20.4%	7.7	3.4%	0.0%	1.7%	-12.3%
22	O=C(CN1CC(c2ccccc2)CC1=O)OCc1ccccc1F (stereo not given)	10.7%	-3.8%	-2.2%	0.0%	10.0	-10.2%	7.0	8.2%	-0.6%	-12.4%	4.6%
23	COCCCNC(=O)CSc1nc2c(sc3ccccc32)c(=O)n1CCCC(=O)NCC1CCCO1 (stereo not given)	4.5%	-4.9%	4.1%	0.1%	0.0	-1.0%	-0.3	8.6%	1.6%	-6.1%	2.6%
24	O=C(CN1C(=O)NC2(CCCc3ccccc32)C1=O)NCc1cccs1 (stereo not given)	?	-11.2%	3.7%	-0.3%	nt	nt	-19.8	nt	nt	-6.3%	8.9%
25	CCSC1=C(C#N)C(c2ccc3c(c2)OCO3)C2=C(CCCC2=O)N1 (stereo not given)	0.4%	-0.3%	30.9%[activator]	0.0%	0.8	0.5%	-17.3	10.9%	1.1%	2.5%	-3.9%
26	CC(Sc1nc2ccccc2[nH]1)C(=O)O (stereo not given)	-3.4%	-2.2%	1.6%	4.9%	4.6	-9.1%	2.7	4.4%	0.2%	3.0%	2.2%
27	Cc1n[nH]c(=O)c2c(NC(=O)CSc3ccccc3Cl)oc(C)c12	-0.2%	-2.9%	-1.9%	-0.1%	nt	nt	-8.9	nt	nt	4.7%	?
28	COCCNc1nnc(SCC(=O)NNC(=O)c2ccc([N+](=O)[O-])cc2)s1	3.9%	-4.7%	-5.2%	-0.2%	nt	nt	1.0	nt	nt	4.6%	11.0%
29	COC(=O)CN1C(=O)S/C(=C/c2cc(C)n(C)c2C)C1=O	-6.8%	-6.3%	7.7%	0.5%	-7.3	0.2%	-4.0	2.7%	-6.8%	5.5%	-1.1%
30	CC1CC1C(=O)OCC(=O)NNC(=O)COc1ccc(Br)cc1 (stereo not given)	4.7%	0.3%	-1.6%	-0.4%	nt	nt	3.3	nt	nt	-1.8%	-13.8%
31	Cc1cccc(C(C)C)c1NC(=O)COC(=O)CN1C(=O)C2CC=CCC2C1=O (stereo not given)	6.0%	-1.9%	0.8%	-0.4%	nt	nt	-18.8	nt	nt	-11.5%	-8.4%
32	CCCCCCCN(C(=O)CCl)c1cccc(C)c1	?	2.7%	-0.2%	0.1%	3.9	-6.9%	6.5	-0.7%	-1.4%	-5.1%	-57.2%[inhibitor]
33	CC(=O)NCc1ccc(C(=O)CSc2nnc(C3CC3)n2C2CC2)cc1	?	-6.3%	-0.7%	-0.1%	nt	nt	-15.1	nt	nt	-8.1%	11.1%

Screens as filed in PubChem.
